Screening results: PubChem, National Center for Advancing Translational Sciences (NCATS)
BLM inh – Bloom syndrome helicase (human) inhibition. Potency, µM (titrated, usually from 56.1 µM), for inactives: at the highest dose activity change, negative = inhibition, hits mostly inhibitors. AID 2528. P54132. actives 0.2% (n = 350,000). recombinant BLM DNA unwinding, fluorescence dequenching;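 also: potency is read from the fitted curve at half-maximal effect; plate controls were vehicle for no effect and no enzyme for full effect; nearly all actives have a fitted effect of over 35% in size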
Pol iota inh – inhibitors of human DNA polymerase iota; Potency, µM (titrated, usually from 115 µM), for the others: top-dose activity, negative = inhibition, usual class: inhibitors; actives 1% (n = 390,000); Q9UNA4; Pol iota fluorescent replication assay, 10 min; also: potency is read from the fitted curve at half-maximal effect
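Fluorescent replication assay read twice, at 0 min and 10 min after adding 50 nM (final) substrate. Enzyme (10 nM) and compounds were first incubated 15 min at room temperature; enzyme-free buffer wells were negative controls.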
POLK inh – blocks human DNA polymerase kappa activity. Q9UBT6. purified Pol kappa, fluorescent DNA synthesis assay, 10 min. Potency, µM (highest dose often 107 µM), for inactives: at the highest dose activity, negative = inhibition, hits mostly inhibitors. actives 0.53% (n = 400,000); also: potency is read from the fitted curve at half-maximal effect; % is scaled to controls: 0 for no effect and ±100 for the full control effect
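Activity was followed as the change in fluorescence between reads at 0 and 10 min after starting the reaction with 50 nM substrate. Beforehand, 10 nM polymerase had been preincubated with compound for 15 min at room temperature.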
APEX1 inh – inhibitors of human APE1 endonuclease | P27695 | recombinant APE1, TAMRA/BHQ-2 abasic DNA cleavage fluorescence | Potency, µM (top dose mostly 65.8 µM), inactives show at the highest dose activity change, negative = inhibition, most hits filed as inhibitors | actives 0.35% (n = 350,000) | AID 2517;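 also: potency is read from the fitted curve at half-maximal effect; plate controls were vehicle for no effect and reference inhibitor for full effect; nearly all actives have a fitted effect of over 55% in size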
Target sequence (P27695 whole entry, looked up): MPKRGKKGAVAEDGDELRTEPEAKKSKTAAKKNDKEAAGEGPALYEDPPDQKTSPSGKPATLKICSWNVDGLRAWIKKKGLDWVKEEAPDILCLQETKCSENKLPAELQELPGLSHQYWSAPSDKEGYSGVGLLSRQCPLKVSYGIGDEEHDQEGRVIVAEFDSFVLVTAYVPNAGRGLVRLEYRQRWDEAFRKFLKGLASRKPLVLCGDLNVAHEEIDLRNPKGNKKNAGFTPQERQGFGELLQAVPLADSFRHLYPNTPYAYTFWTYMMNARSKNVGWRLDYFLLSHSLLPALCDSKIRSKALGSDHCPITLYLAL
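Step 1: APE1 (0.75 nM) with compound, 15 min RT. Step 2: add 50 nM fluorophore/quencher THF duplex. Step 3: three fluorescence reads 60 s apart (525/598 nm); read 3 minus read 1 = reaction progress.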
Anesthetic bind – binds horse apoferritin like a general anesthetic | P02791 | apoferritin/1-aminoanthracene competitive binding, fluorescence | Potency, µM (top dose mostly 77.5 µM), for the others: top-dose activity change, negative = displacement, hits mostly inhibitors | actives 0.074% (n = 350,000); also: potency is read from the fitted curve at half-maximal effect; % is scaled to controls: 0 for no effect and ±100 for the full control effect; nearly all actives have a fitted effect of over 20% in size
Target sequence (P02791 2-175 limits assumed): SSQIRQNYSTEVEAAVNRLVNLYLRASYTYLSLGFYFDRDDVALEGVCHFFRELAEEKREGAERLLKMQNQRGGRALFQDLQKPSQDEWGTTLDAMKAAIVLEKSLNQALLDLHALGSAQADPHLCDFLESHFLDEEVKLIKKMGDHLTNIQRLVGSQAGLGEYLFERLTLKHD
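Apoferritin-based anesthetic binding model; compound displacement of fluorescent 1-AMA measured as endpoint fluorescence after 10 minutes at room temperature, scaled to free-ligand and complex controls.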
POLB inh – inhibitors of human DNA polymerase beta. P06746. actives 1.3% (n = 340,000). Pol beta primer extension/strand displacement, fluorescence kinetic. Potency, µM (titrated, usually from 114 µM), for the others: at the top dose activity change, negative = inhibition, actives largely listed as inhibitors; also: potency is read from the fitted curve at half-maximal effect; % is scaled to controls: 0 for no effect and ±100 for the full control effect
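Pol beta (10 nM) and compounds were preincubated 15 min at room temperature, then 50 nM substrate (final) started primer extension/strand displacement. Reads were taken at 0 and 10 min; concentration-response data were fitted to a four-parameter Hill equation.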
LDHA block – LDHA (human) enzyme inhibition | P00338 | AID 1347041 | actives 0.15% (n = 480,000) | activity change, % (values are at about 110 or 230 µM) | purified LDHA, NADH/diaphorase-resazurin fluorescence; hits give low values; in the data active = activity change below about -30%; inconclusive = mostly about -25% to -30%;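 also: plate controls were DMSO wells for no effect and wells without enzyme for full effect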
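Remaining NADH was detected by diaphorase (0.133 mg/mL) converting 37 µM resazurin to fluorescent resorufin, read at 0 and 20 minutes. The preceding 5-minute room-temperature reaction used 2 nM LDHA, 0.2 mM sodium pyruvate and 0.06 mM NADH at pH 7.4.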
GRP78 ERSR act – inducers of ER stress response in human glioma cells; actives 0.02% (n = 420,000); Potency, µM, for inactives: top-dose activation, actives largely listed as activators; U87-MG GRP78 promoter luciferase reporter, 16 h; also: potency is read from the fitted curve at half-maximal effect; series mostly up to about 76 µM; % of control where 0% means no effect; nearly all actives have a fitted effect of over 35% in size
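Stably transfected U87-MG glioma cells carrying a GRP78-based luciferase sensor; 16 h compound incubation. Luminescence end-point read 10 min after Bright-Glo addition at room temperature.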
POLH inh – DNA polymerase eta (human) inhibition | recombinant Pol eta, fluorescent DNA replication assay | Potency, µM (top dose mostly 114 µM), inactives show at the highest dose activity change, negative = inhibition, actives largely listed as inhibitors | actives 1.2% (n = 390,000) | AID 588591; also: potency is read from the fitted curve at half-maximal effect; % is scaled to controls: 0 for no effect and ±100 for the full control effect
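Pol eta (10 nM) was preincubated with compounds for 15 min at room temperature, after which fluorescent replication substrate (50 nM final) was added to start the reaction. Fluorescence was read kinetically at 0 and 10 min.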
* hit, by the source's call; [ ] = remark or other dose. Unless noted, calls follow the shape of the dose curve; as a rule, active = well fitted curve in the direction sought with a large enough effect; inconclusive = small, poorly fitted or top-dose-only effect, or another doubt; inactive = no such curve, though single readings can be large; an effect the other way counts as inactive or inconclusive. Some of the compounds tested, so the mix of outcomes need not match the whole.

The first two records (preview)
How did CN1CCN(Cc2cccc(Oc3ccccc3)c2)CC1 do in these assays?
BLM inh: -3%; Pol iota inh: -5%; POLK inh: -1%; APEX1 inh: 0%; Anesthetic bind: -7%; POLB inh: 24%; LDHA block: -3; GRP78 ERSR act: 0%; POLH inh: -6%

Results for O=C(NCc1ccc2c(c1)OCO2)c1cccnc1Cl ?
BLM inh: -5%; Pol iota inh: 24%; POLK inh: 7%; APEX1 inh: -13%; Anesthetic bind: -1%; POLB inh: inconclusive; LDHA block: -2; GRP78 ERSR act: -1%; POLH inh: -2%

The list itself (from the top)
How did CN1CCN(Cc2cccc(Oc3ccccc3)c2)CC1 do in these assays?
BLM inh: -3%; Pol iota inh: -5%; POLK inh: -1%; APEX1 inh: 0%; Anesthetic bind: -7%; POLB inh: 24%; LDHA block: -3; GRP78 ERSR act: 0%; POLH inh: -6%

Results for O=C(NCc1ccc2c(c1)OCO2)c1cccnc1Cl ?
BLM inh: -5%; Pol iota inh: 24%; POLK inh: 7%; APEX1 inh: -13%; Anesthetic bind: -1%; POLB inh: inconclusive; LDHA block: -2; GRP78 ERSR act: -1%; POLH inh: -2%

What do the screens show for `O=C(NCc1ccco1)C1c2ccccc2Oc2ccccc21`?
BLM inh: -13%; Pol iota inh: inconclusive; POLK inh: inconclusive; APEX1 inh: inconclusive; Anesthetic bind: -1%; POLB inh: 18µM*; LDHA block: -1; GRP78 ERSR act: -6%; POLH inh: 7.9µM*

What do the screens show for `COc1ccc(-n2nnnc2C2CCN(S(=O)(=O)c3ccc(C)cc3)CC2)cc1`?
BLM inh: -3%; Pol iota inh: 32%[activator]; POLK inh: 4%; Anesthetic bind: 152%[activator]; POLB inh: 22%; LDHA block: 1; GRP78 ERSR act: 0%; POLH inh: -20%

How did O=C(Nc1cccc(-c2cn3cccnc3n2)c1)c1ccc(Br)o1 do in these assays?
BLM inh: -6%; Pol iota inh: 79µM*; POLK inh: inconclusive; APEX1 inh: -2%; Anesthetic bind: 161%[activator]; POLB inh: 1%; LDHA block: -7; GRP78 ERSR act: 1%; POLH inh: -7%

Results for Fc1ccccc1-c1nc(NCc2ccco2)c2ccccc2n1 ?
BLM inh: -5%; Pol iota inh: 7%; POLK inh: -10%; APEX1 inh: -6%; Anesthetic bind: -13%; POLB inh: 1%; LDHA block: -8; GRP78 ERSR act: -2%; POLH inh: -3%

How did COC(=O)C1=C(C(=O)OC)[C@@H]2N(C)c3ccccc3[C@@]23C[C@@H](CO)N=C3N1 do in these assays?
BLM inh: -5%[12.4 µM]; Pol iota inh: -3%; POLK inh: -13%; APEX1 inh: -2%[12.4 µM]; LDHA block: 0; GRP78 ERSR act: -4%; POLH inh: -9%

What do the screens show for `Cc1ccc(-c2nnc(N3CCCCC3)c3ccccc23)cc1S(=O)(=O)N(C)C`?
BLM inh: -3%; Pol iota inh: 37%; POLK inh: -6%; APEX1 inh: 8%; Anesthetic bind: -10%; POLB inh: 1%; LDHA block: 0; GRP78 ERSR act: 1%; POLH inh: -11%

How did Cc1c(N/C=C/C(=O)C(F)(F)F)c(=O)n(-c2ccccc2)n1C do in these assays?
BLM inh: 4%; Pol iota inh: 17%; POLK inh: -4%; APEX1 inh: -3%; Anesthetic bind: -8%; POLB inh: -17%; LDHA block: -4; GRP78 ERSR act: -5%; POLH inh: 0%

Results for COc1ccc(CNC(=O)c2ccc(CS(=O)(=O)Cc3ccccc3F)o2)cc1 ?
BLM inh: -5%; Pol iota inh: 49%; POLK inh: 0%; APEX1 inh: 13%; Anesthetic bind: -10%; POLB inh: 29%; LDHA block: -3; GRP78 ERSR act: -2%; POLH inh: -2%

How did COc1cc(C2C(=O)c3ccccc3C2=O)ccc1O do in these assays?
BLM inh: -10%; Pol iota inh: -3%; POLK inh: -5%; APEX1 inh: -11%; Anesthetic bind: 122%[activator]; POLB inh: 2%; LDHA block: 0; GRP78 ERSR act: -1%; POLH inh: -30%

What do the screens show for `Cc1noc(C)c1CCC(=O)NC1CCCN(Cc2ccc(Cl)cc2)C1` (stereo not given)?
BLM inh: -1%; Pol iota inh: -1%; POLK inh: -6%; APEX1 inh: 9%; Anesthetic bind: -5%; POLB inh: 6%; LDHA block: -2; GRP78 ERSR act: -2%; POLH inh: -2%

Results for COc1ccc(S(=O)(=O)N(C)c2ccc(C(=O)NCC3CCCO3)cc2)cc1OC (stereo not given) ?
BLM inh: -2%; Pol iota inh: 148%[activator]; POLK inh: -1%; APEX1 inh: 33%; Anesthetic bind: -1%; POLB inh: 5%; LDHA block: -5; GRP78 ERSR act: -4%; POLH inh: -16%

Results for COc1ccc(C(=O)N/N=C\c2coc3ccccc3c2=O)cc1 ?
BLM inh: -1%; Pol iota inh: -5%; POLK inh: -4%; APEX1 inh: 0%; Anesthetic bind: -2%; POLB inh: 2%; LDHA block: 0; GRP78 ERSR act: 1%; POLH inh: -5%

What do the screens show for `S=C(NCc1ccccc1)NCc1ccc2c(c1)OCO2`?
BLM inh: -11%; Pol iota inh: 176%[activator]; POLK inh: -19%; APEX1 inh: 0%; Anesthetic bind: -15%; POLB inh: 16%; LDHA block: -6; GRP78 ERSR act: -4%; POLH inh: -4%

How did O=c1[nH]c2ccc(S(=O)(=O)N3CCN(C4CCCCC4)CC3)cc2[nH]c1=O do in these assays?
BLM inh: 2%; Pol iota inh: -2%[58.9 µM]; POLK inh: -6%; APEX1 inh: -1%; Anesthetic bind: -3%; POLB inh: 1%; LDHA block: -1; GRP78 ERSR act: -4%; POLH inh: -6%

Results for CC(C)c1ccc(S(=O)(=O)N(C)C2(C)CCS(=O)(=O)C2)cc1 (stereo not given) ?
Pol iota inh: -2%; POLK inh: -9%; APEX1 inh: 2%; LDHA block: -2; GRP78 ERSR act: -3%; POLH inh: -19%

How did Cc1cccc(N2C(=O)CC(N3CCN(c4cccc(C(F)(F)F)c4)CC3)C2=O)c1 (stereo not given) do in these assays?
BLM inh: -13%; Pol iota inh: -13%; POLK inh: -8%; APEX1 inh: 3%; Anesthetic bind: -6%; POLB inh: -21%; LDHA block: -1; GRP78 ERSR act: -1%; POLH inh: -13%

How did Cc1cc(NC(=O)CCC(=O)N(CC(=O)NC2CCCC2)c2ccc3c(c2)OCCO3)no1 do in these assays?
BLM inh: -1%; Pol iota inh: 30%[activator]; POLK inh: -20%; APEX1 inh: -1%; Anesthetic bind: -7%; POLB inh: 1%; LDHA block: 3; GRP78 ERSR act: -3%; POLH inh: 7%

How did CNC(=O)COC(=O)c1ccc(-c2nc3ccccc3s2)s1 do in these assays?
BLM inh: 0%; Pol iota inh: 13%; POLK inh: -6%; APEX1 inh: -1%; Anesthetic bind: 3%; POLB inh: 2%; LDHA block: -8; GRP78 ERSR act: -6%; POLH inh: -11%

Results for Cc1ccc(S(=O)(=O)CCC(=O)Oc2ccc3c(C)cc(=O)oc3c2)cc1 ?
Pol iota inh: 30%[activator]; POLK inh: -8%; APEX1 inh: 0%; LDHA block: -4; GRP78 ERSR act: -1%; POLH inh: 5%

Results for CC(=O)N1CCN(c2ccc(NC(=O)c3ccc(Br)o3)cc2Cl)CC1 ?
BLM inh: -9%; Pol iota inh: 23%; POLK inh: 8%; APEX1 inh: 13%; Anesthetic bind: -11%; POLB inh: 30%[activator]; LDHA block: 2; GRP78 ERSR act: 7%; POLH inh: -7%

Results for COc1ccccc1N1C(=O)Cc2ccccc2C1=O ?
BLM inh: -11%; Pol iota inh: 54%[activator]; POLK inh: -31%; APEX1 inh: 54%[activator]; Anesthetic bind: -1%; POLB inh: -11%; LDHA block: 6; GRP78 ERSR act: -1%; POLH inh: 6%

Results for CCNC(=O)CC1C(=O)N(c2ccc(F)cc2)C(=O)N1CCc1ccc(OC)cc1 (stereo not given) ?
BLM inh: -5%; Pol iota inh: 21%; POLK inh: inconclusive; APEX1 inh: 1%; Anesthetic bind: -5%; POLB inh: 49%; LDHA block: -9; GRP78 ERSR act: 1%; POLH inh: -16%

Results for COc1ccccc1-c1nccc(NCc2cccnc2)n1 ?
BLM inh: -1%; POLK inh: 1%[60.1 µM]; APEX1 inh: 0%; GRP78 ERSR act: -3%

What do the screens show for `COc1cc(CNc2ncn[nH]2)ccc1OCC(=O)NC(C)(C)C`?
BLM inh: -2%; Pol iota inh: 125%[activator]; POLK inh: -7%; APEX1 inh: 3%; Anesthetic bind: -2%; POLB inh: -17%; LDHA block: 1; GRP78 ERSR act: -5%; POLH inh: -14%

What do the screens show for `O=C(CSc1nnc(-c2ccccc2)n1-c1ccc(Cl)cc1)N/N=C/c1ccccc1C(=O)O`?
BLM inh: -3%; Pol iota inh: 60%[activator]; POLK inh: 7%; APEX1 inh: 14%; Anesthetic bind: -3%; POLB inh: 28%; LDHA block: 2; GRP78 ERSR act: -3%; POLH inh: inconclusive

What do the screens show for `C/C(=N\NC(N)=S)C1C2C3CC4C5CC(C42)C1C53` (stereo not given)?
BLM inh: -2%; Pol iota inh: inconclusive; POLK inh: -2%; APEX1 inh: -5%; Anesthetic bind: inconclusive; POLB inh: -16%; LDHA block: -2; GRP78 ERSR act: -2%; POLH inh: -10%

How did CCc1sc(C(=O)Nc2cccc(C(C)=O)c2)cc1C do in these assays?
BLM inh: 0%; Pol iota inh: 14%; POLK inh: -10%; APEX1 inh: -3%; Anesthetic bind: -3%; POLB inh: -4%; LDHA block: -1; GRP78 ERSR act: 4%; POLH inh: -9%

How did O=C(c1ccccc1NS(=O)(=O)c1ccc(Br)s1)N1CCOCC1 do in these assays?
BLM inh: -3%; Pol iota inh: 32%[activator]; POLK inh: -8%; APEX1 inh: -6%; Anesthetic bind: 11%; POLB inh: 6%; LDHA block: -1; GRP78 ERSR act: -7%; POLH inh: -18%

Results for Cc1c([N+](=O)[O-])cc(C(=O)Oc2ccc(Br)cc2C(=S)N2CCCCC2)cc1[N+](=O)[O-] ?
BLM inh: -4%; Pol iota inh: 89µM*; POLK inh: -13%; APEX1 inh: inconclusive; Anesthetic bind: inconclusive; POLB inh: 5%; LDHA block: -5; GRP78 ERSR act: -5%; POLH inh: inconclusive
